# Assay outcomes as filed in PubChem.
# GLD-1 RNA inh: GLD-1-TGE RNA interaction inhibition (C. elegans); Q17339; purified GLD-1 + fluorescein TGE RNA, fluorescence polarization; inhibition, % at 5.96 µM; actives 0.44% (n = 320,000);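 active means percent inhibition above a per-plate cutoff, the plate mean of test compounds plus 3 SD, cut at about 30% in these data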;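 further: 0% = DMSO wells with GLD-1 and probe and 100% = wells lacking GLD-1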
# Yeast superoxide: yeast age-related superoxide inhibition as caloric restriction mimetic. S. cerevisiae aged cells, superoxide DHE fluorescence; active compounds read low. superoxide response (% of plate mean), % at 10 µM. actives 0.18% (n = 330,000). AID 2690;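 active means superoxide response under a set limit, about three screen SD below normal, cut at about 65% in these data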;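 further: yeast aged for seven days with compound at 30 °C before DHE staining; 100% = average MFI of all compound-treated wells on the plate with controls excluded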
# MEX-5 binding: C. elegans MEX-5 TCR-2 RNA binding activity; actives 0.38% (n = 300,000); Q9XUB2; MEX-5/FITC-TCR2 RNA binding, fluorescence polarization; active compounds read low; activity score (negative = inhibition of binding), % at 10 µM;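 active means inhibition past about -25% in most replicates, and total fluorescence under double the plate's negative control median, limit read from the data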;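 further: 0% = DMSO and -100% = 5 µM competing unlabeled TCR2 RNA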
# Target sequence (Q9XUB2 whole entry, looked up): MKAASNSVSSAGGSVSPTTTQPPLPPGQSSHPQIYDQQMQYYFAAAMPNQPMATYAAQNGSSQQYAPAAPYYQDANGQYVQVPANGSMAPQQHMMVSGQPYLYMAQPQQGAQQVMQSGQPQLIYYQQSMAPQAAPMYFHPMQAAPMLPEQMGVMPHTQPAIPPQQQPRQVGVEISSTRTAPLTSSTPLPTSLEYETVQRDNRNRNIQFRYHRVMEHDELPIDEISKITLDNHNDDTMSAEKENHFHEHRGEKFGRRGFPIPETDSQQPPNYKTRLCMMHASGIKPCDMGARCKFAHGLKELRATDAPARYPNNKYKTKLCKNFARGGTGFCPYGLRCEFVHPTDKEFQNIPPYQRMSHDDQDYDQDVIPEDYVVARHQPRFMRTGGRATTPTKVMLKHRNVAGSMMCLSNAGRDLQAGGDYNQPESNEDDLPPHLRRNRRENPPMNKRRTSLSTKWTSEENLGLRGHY
# Efflux pump inh: inhibitors of Candida antifungal efflux pumps expressed in yeast; S. cerevisiae Candida pump triplex, Nile Red efflux; inhibition, % at 10 µM; AID 485275; actives 0.44% (n = 330,000);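 active means plate passing quality check with inhibition over a set limit, or well fluorescence over plate mean plus 4 SD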;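 further: Nile Red retained in pooled yeast measured as flow cytometry median fluorescence; 0% = buffer negative control and 100% = Enniatin B positive control; higher means more Nile Red kept so more efflux inhibition; some compounds called inactive have numbers as strong as hits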
# ZTA counter: counter-screen for EBNA-1 inhibitors: inhibitors of Epstein-Barr virus ZTA; P03206; ZTA-DNA binding, fluorescence polarization; inhibition, % at 11 µM; actives 0.15% (n = 320,000); AID 2234; in the data active means inhibition above about 33%
# Target sequence (P03206 whole entry, looked up): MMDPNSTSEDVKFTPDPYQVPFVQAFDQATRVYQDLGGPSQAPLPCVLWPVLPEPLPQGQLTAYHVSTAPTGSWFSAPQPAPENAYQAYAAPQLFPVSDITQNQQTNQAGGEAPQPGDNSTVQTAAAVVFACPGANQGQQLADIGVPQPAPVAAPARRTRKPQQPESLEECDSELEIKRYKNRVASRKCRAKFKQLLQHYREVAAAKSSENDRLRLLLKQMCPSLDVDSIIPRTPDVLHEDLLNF
# Fam108B counter: blocks mouse Fam108B hydrolase in RBBP9 counter-screen | recombinant Fam108B, FP-Rh probe fluorescence polarization | inhibition, % at 9.51 µM | actives 0.33% (n = 300,000);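 active means inhibition above the screen mean inhibition plus 3 SD, computed separately per campaign, cut at about 18% in these data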;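 further: inhibitors lower polarization as less probe binds the enzyme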
# Bcl-xL primary: Bcl-xL (human) inhibition; Q07817; inhibition, % at 10.9 µM; AID 2129; GST-Bcl-xL / FITC-Bim BH3 peptide fluorescence polarization; actives 0.7% (n = 320,000);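 active means inhibition above the mean of all tested compounds plus 3 SD, cutoff set per campaign, cut at about 30% in these data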;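 further: 0% = DMSO wells and 100% = unlabeled Bim-BH3 peptide competitor; inhibitors lower millipolarization by displacing the labeled peptide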
# MCL1-BIM inh: disrupts human MCL1 binding to BIM-BH3 peptide; inhibition, % at 10.9 µM; actives 0.68% (n = 320,000); AID 2057; GST-MCL1 / FITC-Bim-BH3 fluorescence polarization;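 active means inhibition above the mean inhibition of all tested compounds plus 3 SD, set per campaign, cut at about 40% in these data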;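 further: 0% = DMSO wells and 100% = unlabeled Bim-BH3 peptide control; higher means more loss of mP so more displacement of Bim peptide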
# Target sequence (Q07820 whole entry, looked up): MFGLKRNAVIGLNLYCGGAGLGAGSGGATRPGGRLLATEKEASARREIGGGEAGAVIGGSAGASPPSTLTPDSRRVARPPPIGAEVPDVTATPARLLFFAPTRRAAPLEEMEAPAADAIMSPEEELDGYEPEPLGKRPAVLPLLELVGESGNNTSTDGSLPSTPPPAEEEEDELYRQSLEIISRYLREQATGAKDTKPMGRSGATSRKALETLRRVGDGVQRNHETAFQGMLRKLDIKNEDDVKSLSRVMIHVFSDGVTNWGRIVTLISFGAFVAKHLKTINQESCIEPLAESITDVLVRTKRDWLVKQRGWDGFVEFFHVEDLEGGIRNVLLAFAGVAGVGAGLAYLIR
# EBNA-1 inh: blocks EBNA-1 binding to DNA. EBNA-1 DNA binding, fluorescence polarization. inhibition, % at 14.8 µM. actives 0.34% (n = 300,000); in the data active means inhibition above about 28%
# Starred values were filed as active, the others as inactive; · = not tested or not shown.
SMILES,GLD-1 RNA inh,Yeast superoxide,MEX-5 binding,Efflux pump inh,ZTA counter,Fam108B counter,Bcl-xL primary,MCL1-BIM inh,EBNA-1 inh
CCc1cc2c(=O)c(-c3nc4ccccc4n3C)coc2c(CN2CCCC(C)C2)c1O (configuration not stated),0.5,100.3,0.9,0.1,-4.3,0.1,8.0,6.3,-7.2
CC(OC(=O)c1cc2c(s1)CCCCC2)C(=O)NC(N)=O (configuration not stated),-1.8,105.0,1.1,0.0,22.4,-1.6,3.6,6.4,-1.6
COc1ccc(C(=O)NCC(=O)N2CCN(c3ccccc3)CC2)cc1,5.9,95.2,1.2,-0.1,6.2,1.3,9.4,9.8,-6.2
CCCc1nc(C)c(-c2ccc(OC)c(OC)c2)c(=O)[nH]1,1.9,99.8,-3.5,0.0,-7.5,-1.1,3.5,3.4,-9.2
Cc1cc(S(=O)(=O)N2CCCC2)ccc1OCC(=O)Nc1ccc(C(N)=O)cc1,1.3,111.1,·,0.0,-2.8,·,1.1,5.6,·
Cn1c(=O)[nH]c(=O)c2c1ncn2CCN1CCCCC1,-2.0,102.5,-0.4,-0.1,7.9,1.9,0.0,2.9,1.2
CCOc1ccc(N2C(=O)CC(NC3CCN(C(=O)c4cccc(Cl)c4)CC3)C2=O)cc1 (configuration not stated),11.1,91.7,0.9,0.2,27.2,3.6,8.4,6.4,50.1*
O=C(CNS(=O)(=O)c1ccc(Br)s1)NCc1ccc(F)cc1,-1.7,106.9,-0.8,-0.1,-9.8,-3.8,2.4,10.9,7.0
S=c1[nH]c2cc(-c3ccccc3)ccc2o1,-1.4,102.3,0.4,0.0,-10.5,3.8,-13.3,-17.4,-7.4
CNC(=O)CSc1nc2nn(-c3ccccc3)c(=O)c-2c2n1CCCCC2,-1.8,103.4,-2.5,-0.1,-18.9,-0.9,0.3,2.1,-0.8
COc1ccc(NC(=O)CN2CCCC(C)C2)c([N+](=O)[O-])c1 (configuration not stated),3.6,98.5,0.8,0.0,1.5,2.6,1.4,-1.7,10.6
CC1CCCN(CCCNC(=O)c2ccc3c(c2)N(Cc2ccccc2F)C(=O)c2ccccc2S3(=O)=O)C1 (configuration not stated),5.9,76.9,2.5,-0.1,-39.0,-3.5,-4.3,-5.8,-8.0

# Single entries from the results shown:
# For MCL1-BIM inh, `COc1ccc(C(=O)NCC(=O)N2CCN(c3ccccc3)CC2)cc1` reads 9.8
# For Bcl-xL primary, `O=C(CNS(=O)(=O)c1ccc(Br)s1)NCc1ccc(F)cc1` reads 2.4

# Going on with the list.
SMILES,GLD-1 RNA inh,Yeast superoxide,MEX-5 binding,Efflux pump inh,ZTA counter,Fam108B counter,Bcl-xL primary,MCL1-BIM inh,EBNA-1 inh
CC(C)Sc1nnc([C@H](C)NC(=O)OC(C)(C)C)o1,-1.0,93.9,1.6,-0.2,-15.8,-1.7,-1.1,-0.9,-2.5
CCn1nc(NC(C)=O)c2cc3cccc(C)c3nc21,-7.5,96.1,3.0,0.1,8.0,0.7,-5.5,-15.5,15.9
O=C(CNC(=O)C12CC3CC(CC(C3)C1)C2)OCc1cc(=O)n2cc(Br)ccc2n1,0.1,102.6,1.3,-0.6,0.5,0.4,4.6,-2.4,2.2
O=c1c2c(nc3nc(NCc4ccc(Cl)cc4)[nH]n13)CCC2,5.8,89.7,-1.4,-0.2,0.9,8.0,4.3,5.1,14.1
CCOC(=O)N1CCN(C(=O)c2ccccc2NC(=O)c2ccccc2Cl)CC1,4.2,98.0,-1.3,-0.1,5.7,2.4,3.2,-3.6,-2.7
CCOC(=O)c1ccc(-c2ccc3[nH]c4ccccc4c(=O)c3c2)cc1F,-11.2,107.7,-0.8,0.1,-3.8,-0.2,-4.9,-1.1,18.1
CCOCCCNC(=O)C1CCN(S(=O)(=O)N2CCCCC2)CC1,4.8,103.8,-1.1,0.2,4.7,-0.9,3.1,-9.3,-4.8
COC(=O)c1sc2nc(SCc3ccccc3C)n(N)c(=O)c2c1C,-2.1,106.2,1.7,-0.2,-4.6,-1.6,-0.3,1.5,1.5
O=c1[nH]c(C2CCN(S(=O)(=O)c3ccccc3C(F)(F)F)CC2)nc2c1nnn2Cc1cccc(F)c1,4.4,114.3,-3.4,3.1*,-3.3,-2.8,4.9,1.0,0.2
CCOC(=O)c1c(NC(=O)C2C3C=CC(C3)C2C(=O)O)sc2c1CCC(CC)C2 (configuration not stated),10.2,107.2,3.0,0.4,14.3,2.0,4.3,9.9,-1.4
Cc1ccc(S(=O)(=O)N2CCN(C(=O)c3ccccc3)C2C(C)C)cc1 (configuration not stated),9.8,99.7,0.1,-0.1,-8.3,-3.4,-1.3,-4.2,5.6
O=C1CC(Nc2cc(=O)[nH]c(=O)[nH]2)C(=O)N1c1ccccc1Cl (configuration not stated),-4.6,104.3,-1.1,0.0,-7.3,-1.9,8.7,3.0,-3.8

# Ordered by molar mass (falling): some entries from above.
SMILES,GLD-1 RNA inh,Yeast superoxide,MEX-5 binding,Efflux pump inh,ZTA counter,Fam108B counter,Bcl-xL primary,MCL1-BIM inh,EBNA-1 inh
CCOCCCNC(=O)C1CCN(S(=O)(=O)N2CCCCC2)CC1,4.8,103.8,-1.1,0.2,4.7,-0.9,3.1,-9.3,-4.8
CCOC(=O)c1ccc(-c2ccc3[nH]c4ccccc4c(=O)c3c2)cc1F,-11.2,107.7,-0.8,0.1,-3.8,-0.2,-4.9,-1.1,18.1
CC(C)Sc1nnc([C@H](C)NC(=O)OC(C)(C)C)o1,-1.0,93.9,1.6,-0.2,-15.8,-1.7,-1.1,-0.9,-2.5

# Remaining list, next part.
SMILES,GLD-1 RNA inh,Yeast superoxide,MEX-5 binding,Efflux pump inh,ZTA counter,Fam108B counter,Bcl-xL primary,MCL1-BIM inh,EBNA-1 inh
COc1ccc(N2CCN(C(=O)c3ccc4c(Cl)c5c(nc4c3)CCCC5)CC2)cc1,-0.8,97.2,3.8,0.4,5.7,2.1,4.4,2.7,10.0
CCOC(=O)c1sc(NC(=O)CCCn2nc([N+](=O)[O-])c(Cl)c2C)c(C(=O)OCC)c1C,0.8,112.8,-2.3,-0.3,0.4,3.5,0.5,-2.2,2.9
O=C1CSC(c2cn(-c3ccccc3)nc2-c2ccccc2)N1Cc1ccco1 (configuration not stated),-2.3,76.7,1.0,-0.1,0.4,3.7,-0.1,0.0,4.8
CCOC(=O)C1CCN(C(=O)Cn2nc(C)c3c(C)n(-c4ccccc4)nc3c2=O)CC1,5.7,98.0,-2.4,0.0,5.9,0.3,7.9,2.6,3.9
COc1ccc(OC)c(-c2nnc(SCC(=O)N3CCCc4ccccc43)o2)c1,5.2,89.5,-2.4,0.0,18.7,3.4,-2.7,-6.0,9.0
CCC(C)C(=O)Nc1cccc(SC)c1 (configuration not stated),-2.9,105.0,1.6,0.9,3.7,6.4,2.6,-3.4,7.1
O=C(N/N=C/c1cccc2ccccc12)c1cccnc1,0.8,96.3,-1.3,0.3,-15.0,2.4,6.9,3.6,-11.6
CN(C)c1ncc(C(=O)O)cn1,-3.0,95.8,-2.8,0.0,6.1,-0.6,-2.2,-5.6,-6.5
COc1ccc(/C=C(/NC(=O)c2ccc(OC)cc2)C(=O)NCCc2c[nH]c3ccccc23)cc1,-1.4,92.7,4.3,-0.2,12.1,1.2,-1.2,-1.0,5.7
CCN1CCN(c2ccc(NC(=O)c3ccc(Cl)c(N4CCCC4=O)c3)cc2)CC1,-0.3,101.3,1.9,-0.3,-7.6,-2.1,-14.6,-17.7,-1.1
Cc1ccc(-c2nc(NC(=O)c3cc(C(C)(C)C)nn3C)sc2C)cc1Cl,-2.1,87.5,·,0.1,-17.5,-9.0,3.5,1.3,-0.5
O=C(CN(C(=O)c1csnn1)c1cccc(Cl)c1)NC1CCCCC1,-5.9,91.5,-0.8,-0.1,0.3,-0.6,8.1,12.6,3.5
CC(/C=C/C=C/c1ccccc1)=N/NC(=O)C(O)c1ccccc1 (configuration not stated),-2.5,104.3,0.2,-0.1,-4.1,2.8,1.8,-1.1,-2.0
CCOc1ncccc1C(=O)OCC(=O)N(CC(C)C)c1c(N)n(Cc2ccccc2)c(=O)[nH]c1=O,-1.8,105.7,2.0,-0.1,-3.3,-1.4,0.8,-0.9,-1.5
CS(=O)(=O)N(CC(=O)N1CCCC1)c1cc(C(F)(F)F)ccc1Cl,-5.7,93.6,-1.2,0.0,5.5,-4.0,0.3,3.0,2.7
COc1cc2ncc(C(=O)c3ccccc3)c(N3CCN(Cc4ccccc4)CC3)c2cc1OC,8.0,107.8,-2.0,0.1,-2.5,-5.9,3.0,-0.2,8.9
CC1(C)C2CCC1(CS(=O)(=O)N1CCCc3ccccc31)C(=O)C2 (configuration not stated),5.7,99.1,1.8,-0.1,2.9,4.7,4.5,-4.4,4.0
OC(C#CCN1CCCC1)(c1ccccc1)c1cccnc1 (configuration not stated),0.4,93.8,-1.1,-0.1,-11.0,2.5,6.2,3.2,-4.8
COC(=O)c1ccc(NC(=O)CCN2C(=O)C3C4CCC(C4)C3C2=O)cc1 (configuration not stated),-1.5,101.6,0.2,0.1,9.6,-2.3,-3.6,-3.9,15.1
O=C(C1CCN(Cc2ccc(F)cc2)CC1)N(CCc1ccccc1)Cc1ccccc1,1.4,99.7,0.6,-7.4,-5.6,4.0,-0.5,2.6,8.3
O=C(CC1C(=O)NCCN1CC1CCCCC1)NCc1ccc(F)cc1 (configuration not stated),4.6,91.4,-2.7,0.6,9.2,0.9,3.4,-0.8,3.1
COC(=O)c1sccc1NC(=O)c1ccc(OC)c([N+](=O)[O-])c1,6.6,120.1,-1.3,0.1,-2.8,2.1,2.8,2.2,4.5
CCc1sc(NC(=O)CN2CCOCC2)nc1-c1ccccc1,-4.7,84.3,0.5,0.0,-8.1,-1.6,8.0,5.9,-8.9
CC(C)(C)C1CCC(N2CCN(c3ccccc3)CC2)CC1 (configuration not stated),4.3,113.4,1.6,0.4,-5.2,-5.6,0.5,6.6,-1.7
CC(=O)N[C@@H](C)C(=O)N1CCN(S(=O)(=O)c2ccc(Cl)cc2)CC1,7.2,86.5,-0.6,0.0,10.0,1.6,4.7,2.7,-6.7
Nc1nnnn1CC(=O)N/N=C/c1cc([N+](=O)[O-])ccc1Cl,1.3,89.1,0.3,0.1,-0.7,-0.5,2.0,2.3,6.7
NC(=O)C1CCN(C(=O)c2cc(S(=O)(=O)N3CCOCC3)c(Cl)cc2Cl)CC1,-0.8,109.0,-1.6,-0.1,3.1,-1.0,5.3,4.4,6.2
COc1ccc(S(=O)(=O)N2CCOC23CCN(S(=O)(=O)c2ccccc2)CC3)cc1,5.6,83.8,0.8,0.0,15.4,0.0,1.6,-1.9,4.8
O=C(O)CC/C(=N\NC(=O)c1ccc(F)cc1)c1ccc(Br)cc1,3.4,97.4,-0.9,0.1,12.9,-1.8,3.0,8.6,0.7
CCCC(=O)c1ccc(N2CCOCC2)c(F)c1,-5.5,90.0,-1.5,-0.1,8.0,-3.4,2.8,-0.1,4.6
Cc1ccc(CC2CC(=O)N(CC(=O)O)C2=O)cc1 (configuration not stated),2.3,108.0,1.2,-0.1,-4.3,-4.2,3.3,7.5,2.7
CCn1c(SCC(=O)Nc2ccc(N3CCOCC3)c(Cl)c2)nnc1-c1ccc(N)cc1,11.3,108.9,-2.6,0.0,9.7,0.1,-0.6,-2.5,3.8
COc1ccc(OC)c(N/C=C/C(=O)c2ccc(OC)c(OC)c2)c1,-11.9,91.1,1.3,-0.1,-0.4,-3.4,2.7,-11.0,-2.8
O=C(NC1CC2CCCC(C1)N2C(=S)NCCc1ccccc1)C1CC1 (configuration not stated),-2.6,91.9,-1.0,0.1,-0.8,4.6,2.5,1.0,-12.1
